Screening results from PubChem.
DNA Pol III inh: blocks replication by bacterial DNA polymerase III holoenzyme; reconstituted DNA polymerase III holoenzyme replication, biochemical; Potency, µM (highest dose often 57.1 µM), without a hit: at the top dose activity change, negative = inhibition; 0.25% of 71,000 active; also: potency is read from the fitted curve at half-maximal effect; % is scaled to controls: 0 for no effect and ±100 for the full control effect
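Reconstituted *E. coli* holoenzyme (0.35 nM Pol III, 1 nM beta, 154 nM SSB, 2 nM primase) was preincubated with compound for 15 min at RT. Synthesis on 1.4 nM ssM13Gori ran 35 min, then was stopped with PicoGreen/EDTA and read as dsDNA fluorescence.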
Fluorescein autfl: fluorescein region autofluorescence. Compound autofluorescence, 480/540 nm, fluorescein-equivalent; stronger effect = higher value. AID 593. 0.91% of 59,000 active. max fluorescein-equivalent concentration, M; in the data active = max fluorescein-equivalent concentration above about 10 nM; inconclusive = between about 1.1 nM and that limit
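Library compounds, added at multiple concentrations to pH 8.0 Tris buffer (100 mM), incubate 15 min at room temperature before CCD imaging at 480 nm excitation and 540 nm emission.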
UbGFP stabilizer: proteasome inhibitors stabilizing ubiquitin-GFP reporter; Ubiquitin-GFP reporter cells, proteasome inhibition, GFP fluorescence; response scale: untreated = 0%, 10 µM MG-132 = 100%; Potency, µM (top dose mostly 45.9 µM), for inactives: at the top dose activation (GFP accumulation), actives largely listed as activators; 67,000 tested, under 10 active; active = well fitted activation curve with a large enough effect, not every such curve was filed as active; inconclusive = small, poorly fitted or top-dose-only effect, or another doubt; inactive = no such curve, though single readings can be large or run the other way; also: potency is read from the fitted curve at half-maximal effect
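U2OS cells stably expressing ubiquitin(G76V)-GFP, seeded overnight in 0.5% FBS medium, were exposed to compounds (qHTS, 46 uM to 2.9 nM) for 4 hr at 37 °C. GFP-positive cells were counted by laser cytometry (488 ex/515 em), normalized between basal and 10 uM MG-132.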
Rhodamine autofl: compound fluoresces in the rhodamine spectral region; Rhodamine-region fluorescence, 547/598 nm, Tris buffer; stronger effect = higher value; max dye-equivalent concentration, M; 0.05% of 59,000 active; AID 594; in the data active = max dye-equivalent concentration above about 11 nM; inconclusive = between about 1.1 nM and that limit
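Intensities are converted to rhodamine-equivalent concentration using a six-point rhodamine standard on each plate. Compounds sit 15 min at room temperature in 100 mM Tris buffer, pH 8.0; read uses the 547/598 nm excitation/emission pair.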
Texas Red fluor: compounds fluorescent in Texas Red spectral region; Compound fluorescence, Texas Red channel, 547/618 nm; stronger effect = higher value; max dye-equivalent concentration, M; 0.06% of 59,000 active; in the data active = max dye-equivalent concentration above about 10 nM; inconclusive = between about 1.1 nM and that limit
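Compound fluorescence was read after 15 min at room temperature in 100 mM Tris, pH 8.0, using 547 nm excitation and 618 nm emission across a concentration series. It was expressed as Texas Red dye-equivalent concentration from an on-plate standard curve.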
Hsp90 Hop PPI: changes Hsp90-Hop TPR2A binding signal, up or down; AlphaScreen TPR2A-His6 binding biotin-Hsp90 C-terminal peptide; Potency, µM (highest dose often 57 µM), for the others: at the top dose activity change, negative = inhibition; 0.44% of 71,000 active; AID 595; active = well fitted curve in either direction with a large enough effect; inconclusive = small, poorly fitted or top-dose-only effect, or another doubt; also: potency is read from the fitted curve at half-maximal effect; % is scaled to controls: 0 for no effect and ±100 for the full control effect; many of its hits are not listed in these tables
4MU fluor: compound fluoresces in the 4-MU spectral region; compound autofluorescence, 340/450 nm, 4-MU equivalents; stronger effect = higher value; max dye-equivalent concentration, M; 11% of 59,000 active; AID 589; in the data active = max dye-equivalent concentration above about 10 nM; inconclusive = mostly about 1.1 nM to 9.6 nM
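Compounds in 100 mM Tris, pH 8.0, incubated 15 min at room temperature, then fluorescence read at 340 nm excitation/450 nm emission. Signal converted to 4-MU dye-equivalent concentration using an on-plate six-point 4-MU standard curve.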
HBB splicing: modulators of hemoglobin beta chain splicing; 0.06% of 65,000 active; Potency, µM (top dose mostly 46.1 µM), for the others: at the highest dose activation, usual class: activators; HBB splicing reporter cell assay, activation; EGFP reporter with mutant IVS2-654 intron; response scale: normalised to 500 nM splice-correcting PNA; also: potency is read from the fitted curve at half-maximal effect; 0% is about no effect
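HeLa cells stably expressing EGFP interrupted by mutant beta-globin intron 2 (IVS2-654), 500/well in 2% FCS. Treated with compound for 2 days at 37C. Splicing correction scored as total well GFP intensity (488 nm excitation, 500-520 nm emission); 500 nM antisense PNA served as control.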
HADH2 inhib: HADH2 (human) dehydrogenase inhibition; 3.4% of 73,000 active; Potency, µM (top dose mostly 57.1 µM), inactives show at the top dose activity change, negative = inhibition, hits mostly inhibitors; recombinant HADH2, NADH fluorescence, beta-hydroxybutyryl-CoA; AID 886; Q99714; also: potency is read from the fitted curve at half-maximal effect; % is scaled to controls: 0 for no effect and ±100 for the full control effect; nearly all actives have a fitted effect of over 60% in size; many of its hits are not listed in these tables
Target sequence (Q99714 whole entry, looked up, one chain of several): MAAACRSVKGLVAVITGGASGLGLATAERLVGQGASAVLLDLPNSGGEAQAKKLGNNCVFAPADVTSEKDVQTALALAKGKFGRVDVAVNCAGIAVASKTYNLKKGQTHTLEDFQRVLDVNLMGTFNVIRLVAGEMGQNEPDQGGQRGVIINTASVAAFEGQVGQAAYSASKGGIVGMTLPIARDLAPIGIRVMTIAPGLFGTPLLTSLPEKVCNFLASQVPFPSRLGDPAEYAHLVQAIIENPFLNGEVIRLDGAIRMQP
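NADH fluorescence (ex 360/em 450 nm) read every 30 s for 4 min; activity taken as last-minus-first time point difference. Enzyme 20 nM, NAD+ 1 mM, beta-hydroxybutyryl-CoA 90 uM, pH 9.0 Tris buffer.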
GFP derepression: derepresses silenced GFP locus in mouse C127i cells. mouse C127i GFP locus derepression, cytometry, 30 h. Potency, µM (titrated, usually from 46.1 µM), for inactives: at the top dose GFP derepression (activation). 0.09% of 68,000 active. AID 597; also: % of control where 0% means no effect
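Locus derepression in mouse mammary C127i cells whose integrated CMV-GFP reporter is normally silent; GFP expression after 30 h compound treatment was quantified by counting fluorescent cells.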
ALOX15 inhib: inhibitors of human 15-lipoxygenase (ALOX15); 1.4% of 74,000 active; Potency, µM (doses to about 57.1 µM), for inactives: at the top dose activity change, negative = inhibition, most hits filed as inhibitors; purified 15hLO-1, xylenol orange hydroperoxide absorbance; P16050; also: potency is read from the fitted curve at half-maximal effect; % is scaled to controls: 0 for no effect and ±100 for the full control effect; nearly all actives have a fitted effect of over 55% in size
Target sequence (P16050 whole entry, looked up): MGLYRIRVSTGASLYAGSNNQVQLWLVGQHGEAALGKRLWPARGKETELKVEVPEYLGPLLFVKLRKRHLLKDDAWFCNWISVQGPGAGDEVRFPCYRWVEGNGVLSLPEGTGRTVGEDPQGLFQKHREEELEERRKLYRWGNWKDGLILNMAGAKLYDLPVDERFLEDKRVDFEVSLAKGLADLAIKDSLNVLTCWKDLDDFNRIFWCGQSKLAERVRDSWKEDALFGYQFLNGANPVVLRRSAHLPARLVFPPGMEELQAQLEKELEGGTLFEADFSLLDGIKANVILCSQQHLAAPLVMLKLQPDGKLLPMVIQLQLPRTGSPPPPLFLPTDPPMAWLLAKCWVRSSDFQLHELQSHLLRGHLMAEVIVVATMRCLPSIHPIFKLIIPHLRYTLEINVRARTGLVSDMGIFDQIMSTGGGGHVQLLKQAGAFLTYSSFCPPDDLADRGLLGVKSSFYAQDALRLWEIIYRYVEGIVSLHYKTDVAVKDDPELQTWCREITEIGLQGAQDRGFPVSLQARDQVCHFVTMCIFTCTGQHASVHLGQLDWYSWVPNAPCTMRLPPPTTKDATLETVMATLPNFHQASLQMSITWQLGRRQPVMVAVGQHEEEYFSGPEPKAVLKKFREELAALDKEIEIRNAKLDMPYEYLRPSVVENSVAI
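Readout: Fe(III)-xylenol orange absorbance, 573-to-405 nm ratio as reaction progress. Enzyme 40 nM purified human 15hLO-1, substrate 50 uM arachidonic acid, 6 min RT after 15 min compound preincubation; Hepes pH 7.5 buffer with Triton X-100.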
* = called active by the depositor; i = inactive; ? = inconclusive; · = not tested or not shown; [ ] = dose if it differs, or a comment. Unless noted, calls follow the shape of the dose curve; as a rule, active = well fitted curve in the direction sought with a large enough effect; inconclusive = small, poorly fitted or top-dose-only effect, or another doubt; inactive = no such curve, though single readings can be large; an effect the other way counts as inactive or inconclusive. The list is partial; count on the stated rates, not on these rows.

SMILES | DNA Pol III inh | Fluorescein autfl | UbGFP stabilizer | Rhodamine autofl | Texas Red fluor | Hsp90 Hop PPI | 4MU fluor | HBB splicing | HADH2 inhib | GFP derepression | ALOX15 inhib
O=C1Nc2ccc(NS(=O)(=O)c3cccs3)c3cccc1c23 | -5% | i | -1% | i | i | 0% | i | 0.0%[57.5 µM] | -16% | 1% | -7%
CCCS(=O)(=O)N1CCC(C(=O)NCc2ccco2)CC1 | -2% | i | -4% | i | i | -4% | i | -0.4% | -5% | 6% | -1%
O=C(Nc1ccc(C(=O)Nc2ccc(C(=O)Nc3ccc(S(=O)(=O)O)c4cc(S(=O)(=O)O)cc(S(=O)(=O)O)c34)cc2)cc1)Nc1ccc(C(=O)Nc2ccc(C(=O)Nc3ccc(S(=O)(=O)O)c4cc(S(=O)(=O)O)cc(S(=O)(=O)O)c34)cc2)cc1 | 32µM* | · | -3% | · | · | ? | · | · | ? | 0% | ?
Cc1nc(N2CCN(Cc3ccccc3)CC2)c(C#N)c2c1COC(C)(C)C2 | · | i | · | i | i | · | i | · | · | 0%[20.6 µM] | ·
CC(=O)Nc1ccc(S(=O)(=O)Nc2nnc(C3CCCCC3)s2)cc1 | 1% | i | 0% | i | i | 6% | i | · | ? | -1% | 0%
COc1ccc2[nH]c(=O)c(CN(C)C(=O)c3ccncc3)cc2c1 | -8% | ? | · | i | ? | 2% | 1.4e-07M* | 0.3%[0.369 µM] | -11% | 2% | 12%
O=C(c1ccco1)N1CCC2(CC1)CN(c1cccc(-c3ccccc3)c1)C2 | -2% | i | -5% | i | i | ? | i | 3.2% | 13% | 0%[9.22 µM] | -19%
COc1ccc(-c2nnc(-c3ccc(Br)o3)o2)cc1OC | 0% | i | -3% | i | ? | -2% | ? | -0.1% | 234%[activator] | -1% | 1%
Cc1noc(C)c1S(=O)(=O)N1CCCC(C(=O)NCCc2ccccc2)C1 (stereo unspecified) | -2% | i | -9% | i | i | -4% | i | -0.4% | 10% | -1% | 21%
COc1ccc(CN2CC(C(=O)N3CCOCC3)CC2=O)cc1 (stereo unspecified) | -4% | ? | -4% | i | i | -5% | i | 1.0% | -11% | 0% | 5%
CN1CCN(C(=O)c2cc3c(ccc4ccccc43)oc2=O)CC1 | 0% | ? | · | i | i | -2% | 2.3e-06M* | 3.6%[0.369 µM] | 25µM* | 0% | -5%
CCOC(=O)C1CCN(C(=O)Nc2ccc3c(c2)nc(C)n3C)CC1 | -7% | i | -6% | i | i | 0% | i | -0.9% | -4% | 2% | 2%
CCCCCC/C(C=O)=C\c1ccccc1 | 2% | · | · | · | · | 7% | · | 1.1% | -1% | · | -1%
Cc1ccc(C)c(S(=O)(=O)Nc2ccc3scnc3c2)c1 | 0% | ? | -3% | i | i | -4% | i | -0.6% | 2% | 3% | -5%
O=C(O)C1C2C=CC(C2)C1C(=O)OCC1CCCO1 (stereo unspecified) | -7%[11.4 µM] | · | 0%[9.17 µM] | · | · | -3%[11 µM] | · | -2.5%[0.0738 µM] | 0%[11.4 µM] | 2% | -2%[11.4 µM]
CCOC(=O)CSc1nc(-c2ccc3c(c2)OCO3)ccc1C#N | · | i | · | i | i | · | 1.2e-07M* | · | · | 2%[20.6 µM] | ·
O=C1Nc2ccc(S(=O)(=O)N3CCCC3)c3ccc(S(=O)(=O)N4CCCC4)c1c23 | 3% | ? | -3% | i | i | -3% | 1.1e-08M* | -0.2% | 5% | -1% | -5%
CCOC(=O)Nc1cccc(Cl)c1C | -2% | ? | 11% | i | i | -2% | i | -0.5% | 10% | -3% | -2%
COCCCN(C(=O)Nc1ccccc1)C(C)c1ccncc1 (stereo unspecified) | 3% | · | -4% | · | · | 0% | · | 0.1% | 9% | 0% | 0%
O=C(Nc1ccccc1Cl)c1ccc(S(=O)(=O)N2CCOCC2)cc1 | 11% | · | 9% | · | · | 1% | · | -0.5% | 5% | · | 9%
CCOc1ccc(NS(=O)(=O)c2ccc3[nH]cc(C(=O)NCC4CCCO4)c(=O)c3c2)cc1 (stereo unspecified) | -1% | i | -7% | i | i | -5% | i | 0.3% | 2% | -4% | -18%
CC(=O)OC[C@@H]1O[C@@H](Oc2cc(OC(C)=O)c3c(=O)cc(-c4ccc(OC(C)=O)c(OC(C)=O)c4)oc3c2)[C@H](OC(C)=O)[C@H](OC(C)=O)[C@@H]1OC(C)=O | -4% | i | 1% | i | i | ? | i | · | 0% | 0%[9.22 µM] | ·
CCOC(=O)c1[nH]c(C)c(C(=O)NCc2ccccn2)c1C | -6% | i | -6% | i | i | -11% | i | -1.6% | 4% | 1% | 1%
CC(=O)Nc1ccc(NC(=O)C(C)Oc2ccccc2F)cc1 (stereo unspecified) | 3% | i | 3% | i | ? | -3% | i | 0.5% | 4% | 0% | -4%
CCN1CCN(C(c2ccccc2)c2nnnn2CCc2ccc(OC)c(OC)c2)CC1 (stereo unspecified) | -2% | ? | 2% | i | i | 0% | i | -0.3%[57.5 µM] | 0% | -1% | 5%
SMILES | DNA Pol III inh | Fluorescein autfl | UbGFP stabilizer | Rhodamine autofl | Texas Red fluor | Hsp90 Hop PPI | 4MU fluor | HBB splicing | HADH2 inhib | GFP derepression | ALOX15 inhib
Cn1c(C(=O)NCCC2=CCCCC2)cc2c(=O)n3ccccc3nc21 | 7% | i | 1% | i | i | 3% | 1.9e-07M* | -1.2% | 19% | -3% | 4%
CCN(CC)C(=O)c1cc2c(=O)n3cccc(C)c3nc2n1C | -5% | i | -2% | i | i | 3% | 7.5e-07M* | -0.4% | 32µM* | 4% | 8%
COC(=O)[C@H](Cc1ccccc1)NC(=O)[C@]1(C)C[C@H]1[C@H](NC(=O)OCc1ccccc1)c1ccccc1 | -3% | · | · | · | · | 0% | · | -0.8% | 3% | · | -12%
Cc1nnc(NC(=O)c2cc3n(n2)C(C(F)(F)F)CC(C2CC2)N3)s1 (stereo unspecified) | -1% | i | -1% | i | i | -2% | i | -1.5% | -6% | -1% | -12%
CC(=O)NCC(=O)N(c1c(C)n(C)n(-c2ccccc2)c1=O)C1(C(=O)NC2CCCC2)CCCCC1 | 1% | i | -5% | i | i | 4% | i | -0.9% | 0% | 0% | -1%
COCCn1c(C)cc2c(c1=O)C(c1ccccc1F)C(C#N)=C(N)O2 (stereo unspecified) | -5% | i | · | i | i | -10% | i | 0.4%[0.369 µM] | -9% | -2% | 12%
CC1(C)CC(=O)C=C(NCc2ccncc2)C1 | · | i | · | i | i | · | ? | · | · | -5%[20.6 µM] | ·
Cc1cc2c(c(=O)o1)C(C(C)C)C(C#N)=C(N)O2 (stereo unspecified) | 0% | i | 6% | i | i | -1% | i | · | 3% | 0% | 9%
O=c1c2ccccc2nnn1Cc1ccccn1 | 2% | i | 5% | i | i | -5% | i | · | 8% | 0% | -2%
CC(=O)CCC(=O)NCCc1ccccc1F | -3% | · | -13% | · | · | -2% | · | -0.9%[9.22 µM] | 0% | 0% | 4%
Cc1ccccc1OCC(O)Cn1c(NCc2ccco2)nc2c1c(=O)n(C)c(=O)n2C (stereo unspecified) | 4% | i | 2% | i | i | -13% | i | · | 5% | -2% | 0%
Cc1cccc(CNc2ncncc2-c2ccccc2C)c1 | -18% | i | 0% | i | i | 0% | ? | -0.8% | -2% | 2%[9.22 µM] | 1%
CC(=O)c1ccc(NC(=O)N[C@@H](CC(C)C)C(=O)O)cc1 | 4% | i | 2% | i | i | -2% | i | 4.5%[1.84 µM] | -20% | -2% | 1%
N#CC1=C(O)C(c2ccccc2)n2c1nc(=O)c1ccccc12 (stereo unspecified) | 1% | ? | 3% | i | i | -1% | 2.2e-07M* | -6.6% | -1% | 1% | -1%
CCN(CC)CCCC(C)NC1=NCCCCC1 (stereo unspecified) | -1% | i | -6% | i | ? | -2% | i | -0.6% | 5% | -1% | 5%
NCc1ccc(-c2nc3ccccc3o2)cc1 | 4% | i | -3% | i | i | -1% | i | · | 8% | -1% | -15%
O=C(COc1ccccc1)NCc1ccc2c(c1)OCO2 | -7% | ? | -4% | i | i | -3% | i | 0.0% | 1% | 4% | 6%

Three compounds already listed, arranged by molar mass, descending.
SMILES | DNA Pol III inh | Fluorescein autfl | UbGFP stabilizer | Rhodamine autofl | Texas Red fluor | Hsp90 Hop PPI | 4MU fluor | HBB splicing | HADH2 inhib | GFP derepression | ALOX15 inhib
N#CC1=C(O)C(c2ccccc2)n2c1nc(=O)c1ccccc12 (stereo unspecified) | 1% | ? | 3% | i | i | -1% | 2.2e-07M* | -6.6% | -1% | 1% | -1%
O=C(COc1ccccc1)NCc1ccc2c(c1)OCO2 | -7% | ? | -4% | i | i | -3% | i | 0.0% | 1% | 4% | 6%
O=c1c2ccccc2nnn1Cc1ccccn1 | 2% | i | 5% | i | i | -5% | i | · | 8% | 0% | -2%
